Screening data as filed in PubChem.
EPAC1 antag: qHTS for Antagonist of cAMP-regulated guanine nucleotide exchange factor 3 (EPAC1): primary screen; Rap guanine nucleotide exchange factor 3 (Homo sapiens), O95398; EPAC1 GEF assay, Rap1b-BODIPY-GDP exchange fluorescence; Potency, µM (top dose mostly 115 µM), for inactives: top-dose activity change, negative = inhibition, actives largely listed as inhibitors; 360,000 tested, 0.14% active;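 also: potency is read from the fitted curve at half-maximal effect; plate controls were vehicle for no effect and positive control for full effect; nearly all actives have a fitted effect of over 50% in size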
EPAC2 antagonist: qHTS for Antagonist of cAMP-regulated guanine nucleotide exchange factor 2 (EPAC2): primary screen | EPAC2 GEF exchange of Rap1B-BODIPY-GDP, fluorescence | 360,000 tested, 0.18% active | Potency, µM (doses to about 114 µM), inactives show at the highest dose activity, negative = inhibition, usual class: inhibitors | Rap guanine nucleotide exchange factor 4 (Homo sapiens), Q8WZA2; also: potency is read from the fitted curve at half-maximal effect; % is scaled to controls: 0 for no effect and ±100 for the full control effect; nearly all actives have a fitted effect of over 45% in size; many of its hits are not listed in these tables
WRN helicase inh: qHTS for Inhibitors of WRN Helicase; Bifunctional 3'-5' exonuclease/ATP-dependent helicase WRN (Homo sapiens), Q14191; WRN helicase unwinding, fluorescent forked duplex, kinetic; Potency, µM (series often up to 114 µM), without a hit: at the top dose activity change, negative = inhibition, hits mostly inhibitors; 360,000 tested, 0.46% active; also: potency is read from the fitted curve at half-maximal effect; % is scaled to controls: 0 for no effect and ±100 for the full control effect; nearly all actives have a fitted effect of over 55% in size
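Screening of the MLSMR collection measured strand separation of a quenched forked DNA duplex (100 nM) by 20 nM WRN with 2 mM ATP, all final. Compounds were preincubated with enzyme 15 min at room temperature.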
Mm-Cpn inhibitor: Inhibitors of TCP-1 ring complex (TRiC) of Methanococcus maripaludis (MmCpn): qHTS; Chaperonin Mm-Cpn (Methanococcus maripaludis); AID 504842, 2011; 330,000 tested, 0.031% active; Potency, µM (doses to about 76.9 µM), for inactives: top-dose activity, negative = inhibition, usual class: inhibitors; purified Mm-Cpn ATPase, ADP Transcreener TR-FRET; also: potency is read from the fitted curve at half-maximal effect; % is scaled to controls: 0 for no effect and ±100 for the full control effect; nearly all actives have a fitted effect of over 80% in size
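Purified archaeal chaperonin (25 nM final) was preincubated with compound for 10 min at 37°C, then ATP (10 uM final) was added for 30 min at 37°C in Tris pH 7.4/KCl/MgCl2/DTT buffer. ADP was quantified by HTRF Transcreener TR-FRET.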
PLK1 PBD block: qHTS for Inhibitors of PLK1-PDB (polo-like kinase 1 - polo-box domain): Primary Screen | Serine/threonine-protein kinase PLK1 (Homo sapiens), P53350 | Plk1 PBD binding of FITC phosphopeptide, fluorescence polarization | Potency, µM, without a hit: max response, negative = inhibition, actives largely listed as inhibitors | 360,000 tested, 2.8% active; also: potency is read from the fitted curve at half-maximal effect; series mostly up to about 57 µM; % is scaled to controls: 0 for no effect and ±100 for the full control effect; nearly all actives have a fitted effect of over 65% in size
Target sequence (P53350 whole entry, looked up, the tested form may be a part): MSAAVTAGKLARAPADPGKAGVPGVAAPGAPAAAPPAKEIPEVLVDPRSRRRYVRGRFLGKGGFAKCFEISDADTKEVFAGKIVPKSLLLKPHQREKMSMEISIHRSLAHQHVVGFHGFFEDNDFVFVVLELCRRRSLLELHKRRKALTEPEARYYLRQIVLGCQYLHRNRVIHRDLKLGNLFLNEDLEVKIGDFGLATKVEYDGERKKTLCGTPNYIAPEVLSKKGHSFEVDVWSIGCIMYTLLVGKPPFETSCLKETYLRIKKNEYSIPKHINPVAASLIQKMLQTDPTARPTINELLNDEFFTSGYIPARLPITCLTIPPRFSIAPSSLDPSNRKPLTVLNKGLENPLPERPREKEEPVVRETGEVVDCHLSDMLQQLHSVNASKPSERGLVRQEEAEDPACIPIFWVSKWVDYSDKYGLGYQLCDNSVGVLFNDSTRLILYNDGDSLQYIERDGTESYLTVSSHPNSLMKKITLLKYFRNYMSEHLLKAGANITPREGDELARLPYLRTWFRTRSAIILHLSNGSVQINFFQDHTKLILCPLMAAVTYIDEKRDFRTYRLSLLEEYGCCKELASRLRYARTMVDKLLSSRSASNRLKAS
EPAC1 agonist: qHTS for Agonist of cAMP-regulated guanine nucleotide exchange factor 3 (EPAC1): primary screen; Potency, µM (doses to about 154 µM), for the others: at the top dose activation, hits mostly activators; EPAC1 agonist qHTS, biochemical assay; response scale: 100% = response to 6.5 mM cAMP; 360,000 tested, 0.073% active; also: potency is read from the fitted curve at half-maximal effect; nearly all actives have a fitted effect of over 60% in size
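EPAC1 100 nM, Rap1B–BODIPY-GDP 250 nM, unlabeled GDP 50 uM; compound titration; 5 min RT; kinetic read ex480/em540 at 5-min intervals ×30 min; data normalized to 6.5 mM cAMP agonist control.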
PI5P4K alpha inh: qHTS for Inhibitors of phosphatidylinositol 5-phosphate 4-kinase (PI5P4K). Phosphatidylinositol 5-phosphate 4-kinase type-2 alpha (Homo sapiens), P48426. PI5P4Kalpha enzyme, ADP-Glo luminescence, 60 min; stronger effect = lower value. max response, %. 330,000 tested, 1.2% active. AID 652105, 2013; active = max response of -50% or lower; inconclusive = between -30% and -50%; inactive = -30% or higher; also: value at the top dose of about 77 µM; % is scaled to controls: 0 for no effect and ±100 for the full control effect
Target sequence (P48426 whole entry, looked up): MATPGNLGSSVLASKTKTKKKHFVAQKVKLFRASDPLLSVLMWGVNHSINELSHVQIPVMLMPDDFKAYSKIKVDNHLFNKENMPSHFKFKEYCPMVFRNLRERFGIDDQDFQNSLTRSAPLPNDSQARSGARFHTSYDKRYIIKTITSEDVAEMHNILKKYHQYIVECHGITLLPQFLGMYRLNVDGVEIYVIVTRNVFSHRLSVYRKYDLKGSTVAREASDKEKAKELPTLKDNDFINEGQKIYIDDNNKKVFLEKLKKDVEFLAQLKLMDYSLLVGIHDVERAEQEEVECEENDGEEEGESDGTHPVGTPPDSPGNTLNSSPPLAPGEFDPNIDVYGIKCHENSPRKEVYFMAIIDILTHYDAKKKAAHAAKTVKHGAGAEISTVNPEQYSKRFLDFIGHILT
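ADP-Glo luminescence end-point after a 60 min room-temperature kinase reaction. PI5P4Kalpha and substrate in HEPES pH 7.4 buffer with EGTA, 0.1% CHAPS and 5% DMSO; ATP at 5 microM final.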
CCT chaperon mod: High-Throughput Screening for Modulators of Cytosolic Chaperonin Activity | purified chaperonin ATPase assay, HTRF ADP detection, 30 min | activity change, % (concentration not given with the values), hits read low | 360,000 tested, 0.3% active | AID 651819, 2012; in the data active = activity change below about -30%; also: % is scaled to controls: 0 for no effect and ±100 for the full control effect
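TRiC at 40 or 20 nM final (batch-dependent) in 30 mM Tris pH 7.4, 100 mM KCl, 5 mM MgCl2, 1 mM DTT, with compound at single 76 uM and 10 uM ATP, 30 min at 37 deg C. ADP detected by HTRF Transcreener, 665/615 ratio.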
Active calls of the source: *; ? = inconclusive; · = no result given; [ ] = remark or other dose. Unless noted, calls follow the shape of the dose curve; as a rule, active = well fitted curve in the direction sought with a large enough effect; inconclusive = small, poorly fitted or top-dose-only effect, or another doubt; inactive = no such curve, though single readings can be large; an effect the other way counts as inactive or inconclusive. Only part of the results is shown (hit frequency here may not be typical).

1) CCc1ccc(C(C(=O)NCc2ccc(F)cc2)N(C(=O)c2csnn2)C2CC2)cc1 (centres undefined)
2) Cc1ccc(C(=O)NC(C)c2ccccc2)o1 (centres undefined)
3) Cc1ccc(CCNC(=O)C2CCN(S(=O)(=O)N3CCC4(CC3)OCCO4)CC2)cc1
4) NC(=O)[C@@H]1CCOc2c(I)cc([N+](=O)[O-])cc2C(=O)N[C@@H](CO)C(=O)NCC(=O)N1
5) O=C(CSc1nnc(-c2cnccn2)n1Cc1ccco1)c1ccc2ccccc2c1
6) O=C(COC(=O)Cc1cccc(C(F)(F)F)c1)Nc1cccc2ccccc12
7) COc1ccc(CCc2nnc(CCC(=O)NCCc3ncccc3C)o2)cc1
8) Cc1nc2ccc(NC(=S)NC3CC3)cc2nc1C

compound no.,1,2,3,4,5,6,7,8
EPAC1 antag,-2%,-15%,-1%,-5%,-9%,4%,-19%,-2%
EPAC2 antagonist,-21%,1%,1%,-9%,-4%,1%,-9%,2%
WRN helicase inh,-3%,0%,-6%,-3%,-21%,7%,1%,4%
Mm-Cpn inhibitor,-2%,0%,-1%,-1%,-7%,-1%,1%,0%
PLK1 PBD block,5%,-1%,-5%,-18%,-12%,-2%,-2%,-10%
EPAC1 agonist,-6%,0%,10%,-13%,4%,-14%,11%,1%
PI5P4K alpha inh,2,·,·,-9,·,4,1,-7
CCT chaperon mod,-5.4,0.6,-3.9,-0.1,-3.3,-0.4,-0.3,-1.6

9) CC(=O)N1CCc2cc(S(=O)(=O)NCCCN3CCN(Cc4ccccc4)CC3)ccc21
10) C/C(=N/NC(=O)c1ccoc1C)c1ccc(NC(=O)c2ccncc2)cc1
11) Nc1c(C(=O)CSc2nnc(Cc3ccccc3)o2)c(=O)[nH]c(=O)n1C1CC1
12) COC(=O)c1oc(-c2ccccc2)nc1C
13) O=C(COC(=O)CCC(=O)c1cccs1)Nc1cccc(S(=O)(=O)N2CCOCC2)c1
14) C/C(=N\Nc1ncc(Cl)cc1Cl)c1ccc(N2CCOCC2)cc1
15) Cc1ccccc1C(=O)NNC(=O)C1CC(=O)N(Cc2ccccc2)C1 (centres undefined)
16) COc1ccc(CNS(=O)(=O)c2cc(Br)cc3c2N(C(C)=O)C(C)C3)cc1 (centres undefined)

compound no.,9,10,11,12,13,14,15,16
EPAC1 antag,-11%,-1%,-6%,-25%,-6%,-20%,-1%,-9%
EPAC2 antagonist,4%,3%,8%,0%,-4%,-2%,7%,5%
WRN helicase inh,5%[57.1 µM],3%,-2%,-1%,-8%,-6%,-6%,9%
Mm-Cpn inhibitor,0%,2%,0%,-1%,1%,-1%,-27%,0%
PLK1 PBD block,-3%,-6%,-12%,-4%,-6%,-1%,0%,-10%
EPAC1 agonist,-5%,6%,7%,18%,9%,-9%,-12%,-4%
PI5P4K alpha inh,1,-4,-4,-2,0,5,-4,-3
CCT chaperon mod,0.2,0.0,-4.0,-4.3,-0.8,-6.7,1.3,-1.7

17) CCn1c(SCC(=O)Nc2cccc(C)c2)nc2c(c1=O)SC(C)C2 (centres undefined)
18) Cc1ccc(SCC(=O)N2c3ccccc3Sc3ccccc32)cc1
19) O=C1CCCN2N=C(SCC(=O)N3CCCCC3)SC2=N1
20) O=C(CCCOc1ccccc1)Nc1ccc2c(c1)OCCO2
21) CN1C(=O)CC(C(=O)O)SC1=Nc1ccc(F)cc1 (centres undefined)
22) COc1cc(NC(=O)c2ccccc2-c2ccccc2)cc(OC)c1
23) Cc1ccc(C(C)C)cc1OCC(=O)Nc1ccc(N2CCCCC2)cc1
24) O=[N+]([O-])c1ccc(Nc2nc(N/N=C/c3cccc(F)c3)nc(N3CCCC3)n2)cc1

compound no.,17,18,19,20,21,22,23,24
EPAC1 antag,-4%,8%,-5%,-1%,7%,-16%,4%,18%
EPAC2 antagonist,-15%,-1%,-11%,-11%,5%,-8%,-6%,4%
WRN helicase inh,-7%,-10%,-13%,2%,-3%,-2%,-7%,-25%[57.1 µM]
Mm-Cpn inhibitor,-1%,1%,0%,0%,0%,1%,0%,-1%
PLK1 PBD block,-11%,-12%,-10%,-12%,-1%,-10%,-4%,3%
EPAC1 agonist,10%,15%,1%,16%,-3%,8%,5%,10%
PI5P4K alpha inh,3,-9,0,·,·,1,-4,-1
CCT chaperon mod,-0.9,0.7,-0.6,-0.1,3.5,1.2,-1.5,1.7

Full records as entered above. Screens in order: EPAC1 antag | EPAC2 antagonist | WRN helicase inh | Mm-Cpn inhibitor | PLK1 PBD block | EPAC1 agonist | PI5P4K alpha inh | CCT chaperon mod
Profile of Cc1nc2ccc(NC(=S)NC3CC3)cc2nc1C : -2% | 2% | 4% | 0% | -10% | 1% | -7 | -1.6
Profile of CCc1ccc(C(C(=O)NCc2ccc(F)cc2)N(C(=O)c2csnn2)C2CC2)cc1 (centres undefined) : -2% | -21% | -3% | -2% | 5% | -6% | 2 | -5.4
Profile of Nc1c(C(=O)CSc2nnc(Cc3ccccc3)o2)c(=O)[nH]c(=O)n1C1CC1 : -6% | 8% | -2% | 0% | -12% | 7% | -4 | -4.0
Profile of C/C(=N\Nc1ncc(Cl)cc1Cl)c1ccc(N2CCOCC2)cc1 : -20% | -2% | -6% | -1% | -1% | -9% | 5 | -6.7

Remaining list, next part.
25) C/C(=C\c1ccco1)C1C(C#N)=C(N)OC2=C1C(=O)CC(C)(C)C2 (centres undefined)
26) C/C(=N\NC(=O)C1(C)CC1(Br)Br)c1ccc([N+](=O)[O-])cc1 (centres undefined)
27) CCOC(=O)Cc1csc(NC(=O)CSc2nc(-c3ccccc3)c(C#N)c(=O)[nH]2)n1
28) Cc1cnc(NC(=O)c2cccc(S(=O)(=O)N3CCOCC3)c2)s1
29) CCOc1ccc(S(=O)(=O)N2CCC(C(=O)NCCc3ccc(S(N)(=O)=O)cc3)CC2)cc1
30) CCN(c1ccccc1)S(=O)(=O)c1ccc(Cl)c(C(=O)NCCc2ccc(OC)cc2)c1
31) CC(C)(C)Cc1c(-c2cccc(Br)c2)nc2ccc(Cl)cn12
32) NC(=O)CN1C(=O)NC(c2ccccc2)(c2ccccc2)C1=O

compound no.,25,26,27,28,29,30,31,32
EPAC1 antag,1%,?,-4%,5%,2%,8%,7%,1%
EPAC2 antagonist,7%,-12%,1%,-11%,-3%,-6%,-2%,2%
WRN helicase inh,?,-20%,-4%,2%,-2%,-34%[57.1 µM],-1%,2%
Mm-Cpn inhibitor,-4%,2%,-4%,-2%,-2%,-1%,·,0%
PLK1 PBD block,-13%,-16%,-7%,4%,1%,-2%,-1%,-7%
EPAC1 agonist,4%,-16%,-4%,-2%,3%,14%,5%,7%
PI5P4K alpha inh,·,1,-65*,2,-5,1,-10,2
CCT chaperon mod,0.9,-0.9,-3.3,-1.1,1.9,-0.3,0.2,-0.8

33) Cc1ccc(CC2CC(=O)N(CCc3ccccc3)C2=O)cc1 (centres undefined)
34) Cc1ccnc(NS(=O)(=O)c2ccc(NC(=O)C3C4C=CC(C4)C3C(=O)O)cc2)n1 (centres undefined)
35) Cc1ccc(C(=O)NCC(=O)N2CCc3ccccc3C2)cc1C
36) CCOC(=O)c1c(-c2ccccc2)oc2ccc(OC(C)C(=O)O)cc12 (centres undefined)
37) COc1ccc(C(=O)O/N=C(\C)c2nccs2)cc1
38) CCOC(=O)c1[nH]c(C)c(C(=O)OCC(=O)NC(C)c2ccc(F)cc2)c1C (centres undefined)
39) COc1ccc(NC(=O)C2CCCN(S(=O)(=O)c3c(C)n[nH]c3C)C2)cc1 (centres undefined)
40) Cc1cc(F)ccc1-c1cc(C(=O)NCc2cccs2)[nH]n1

compound no.,33,34,35,36,37,38,39,40
EPAC1 antag,-15%,12%,-4%,-8%,1%,-16%,-7%,-12%
EPAC2 antagonist,-20%,1%,-7%,-28%,9%,-8%,-3%,-17%
WRN helicase inh,0%,1%,6%,-9%,0%,-5%,2%,-2%
Mm-Cpn inhibitor,0%,2%,1%,-6%,-1%,0%,3%,·
PLK1 PBD block,-8%,0%,-9%,-15%,0%,-4%,-4%,-6%
EPAC1 agonist,11%,-11%,1%,4%,-11%,-2%,2%,0%
PI5P4K alpha inh,1,-5,-2,1,?,0,4,-2
CCT chaperon mod,1.2,-0.9,-1.6,0.3,-4.5,1.2,0.6,0.4

41) O=C(CN1C(=O)C2CCCN2c2ncc(Cl)cc21)NCc1ccc2c(c1)OCO2 (centres undefined)
42) CCc1cccc(NC(=O)C(NC(=O)C2CCCCC2)C(C)C)c1 (centres undefined)
43) CCCCN(C(=O)c1ccncc1)c1c(N)n(CCC)c(=O)[nH]c1=O
44) Cc1ccc(C)c(-c2nnc(NC(=O)COc3ccccc3)o2)c1
45) Cc1cc(-c2ccccc2)n(-c2cc(N/N=C/c3ccccc3O)ncn2)n1
46) CCC(Cc1ccccc1)NC(=O)c1ccc2nc(N3CCOCC3)sc2c1 (centres undefined)

compound no.,41,42,43,44,45,46
EPAC1 antag,15%,15%,-11%,-19%,-11%,-6%
EPAC2 antagonist,1%,4%,7%,4%,-2%,3%
WRN helicase inh,-4%,-5%,2%,-22%,-2%,-1%
Mm-Cpn inhibitor,-4%,-3%,-1%,-10%,0%,-4%
PLK1 PBD block,-10%,-5%,-5%,-14%,-10%,5%
EPAC1 agonist,8%,0%,9%,-7%,-16%,-6%
PI5P4K alpha inh,-26,3,2,-13,-1,1
CCT chaperon mod,-0.8,-1.0,-3.5,0.8,0.5,1.0
